TAAR1 antag = antagonists of human TAAR1; 360,000 compounds, 1.5% hits; AID 624466; inhibition, % at 3 µM; CHO RD-HGA16 TAAR1, Fluo-8 calcium fluorescence, antagonist;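 active means inhibition above a per-plate cutoff, the mean inhibition of test compounds on that plate plus 3 SD, cut at about 49% in these data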;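 further: 0% = DMSO plus EC80 beta-PEA response and 100% = DMSO alone without agonist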
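Test system – hTAAR1-expressing CHO RD-HGA16 cells, Gα16-coupled · Reagent – β-PEA at EC80 concentration, post-compound challenge · Compound dosing – 3 µM, single point · Timing – 140 s kinetic read after compound, 140 s after agonist · Detection – Fluo-8 intracellular calcium dye fluorescence, real-time kinetic reads · Control set – DMSO and EC80 PEA controls · Repeats – n of 1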
M1 PAM = positive allosteric modulators of human M1 muscarinic receptor | AID 588819 | P11229 | activation, % at 3 µM | 360,000 compounds, 0.088% hits | CHO-K1 hM1, Fluo-8 calcium fluorescence, ACh EC20; 0% = ACh EC20, 100% = maximal ACh; in the data active means activation above about 19%, passing the limit was not always enough
Target sequence (P11229 whole entry, looked up): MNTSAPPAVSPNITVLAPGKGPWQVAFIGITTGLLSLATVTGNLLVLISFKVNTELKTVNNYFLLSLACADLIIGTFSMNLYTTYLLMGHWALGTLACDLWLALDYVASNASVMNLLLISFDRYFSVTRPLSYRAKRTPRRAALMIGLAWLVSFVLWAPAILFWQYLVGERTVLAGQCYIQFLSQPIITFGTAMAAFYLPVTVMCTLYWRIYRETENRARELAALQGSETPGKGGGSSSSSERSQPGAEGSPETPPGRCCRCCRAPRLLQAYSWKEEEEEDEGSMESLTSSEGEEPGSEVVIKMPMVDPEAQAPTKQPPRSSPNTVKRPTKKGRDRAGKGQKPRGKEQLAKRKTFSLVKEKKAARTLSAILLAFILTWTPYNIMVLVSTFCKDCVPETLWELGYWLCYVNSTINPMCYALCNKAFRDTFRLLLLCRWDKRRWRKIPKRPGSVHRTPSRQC
V1R ag counter = V1a receptor agonism, counter-screen for OXTR agonists. activation, % at 3 µM. CHO-V1R cells, Fluo-8 calcium fluorescence, agonist mode; 0% DMSO, 100% 3 nM vasopressin. 320,000 compounds, 0.25% hits;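 active means activation above the mean activation of all tested compounds plus 3 SD, per screening run, cut at about 20% in these data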;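 further: signal is peak over basal fluorescence ratio across a 100 second FLIPR read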
CHO parental Ca = signal in parental CHO cells, OX1R antagonist counter-screen | parental CHO-K1, ATP-induced calcium, Fluo-8 fluorescence | inhibition, % at 5.6 µM | 330,000 compounds, 0.63% hits;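 active means inhibition above that plate's mean sample inhibition plus 3 SD, cut at about 26% in these data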;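 further: 0% = ATP-challenged DMSO wells and 100% = DMSO wells without ATP; some compounds past the cut are filed as inactive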
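Test system: parental CHO cells; detection: calcium-sensitive Fluo-8 fluorescence; evaluation: percent inhibition of calcium signal; also added: ATP as calcium-mobilizing challenge; repeats: one well per compound; control set: ATP-challenged DMSO wells low, unchallenged DMSO wells high; compound: single nominal dose of 5.6 µM per compound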
OXTR ag = agonists of human oxytocin receptor; activation, % at 3 µM; AID 2435; 320,000 compounds, 0.32% hits; P30559; CHO-OTR cells, Fluo-8 calcium fluorescence; normalized: DMSO 0%, oxytocin 100%;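 active means activation above the mean of all tested compounds plus 3 SD, cutoff set per screening run, cut at about 20% in these data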;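 further: peak over basal fluorescence ratio from a 100 s FLIPR kinetic read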
Target sequence (P30559 whole entry, looked up): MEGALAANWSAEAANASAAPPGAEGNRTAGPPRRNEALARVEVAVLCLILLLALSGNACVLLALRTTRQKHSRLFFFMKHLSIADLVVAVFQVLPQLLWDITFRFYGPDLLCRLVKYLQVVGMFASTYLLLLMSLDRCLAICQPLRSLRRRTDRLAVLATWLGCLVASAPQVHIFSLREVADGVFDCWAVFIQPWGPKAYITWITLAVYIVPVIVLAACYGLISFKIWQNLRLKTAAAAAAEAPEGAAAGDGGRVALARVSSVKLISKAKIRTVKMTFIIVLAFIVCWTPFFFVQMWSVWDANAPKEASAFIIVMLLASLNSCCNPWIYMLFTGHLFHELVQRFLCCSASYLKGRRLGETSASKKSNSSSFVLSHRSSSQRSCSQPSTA
M1 antag = antagonists of human M1 muscarinic receptor | inhibition, % at 3 µM | 360,000 compounds, 1.3% hits | P11229 | AID 588852 | CHO-K1 hM1, Fluo-8 calcium fluorescence, ACh EC80 antagonist;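 active means percent inhibition above its own plate's cutoff, namely the mean of that plate's compound wells plus 3 SD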;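 further: peak over basal fluorescence ratio during 140 s after agonist addition; 0% = ACh EC80 plus DMSO and 100% = DMSO alone without agonist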
TAAR1 ag = agonists of human TAAR1. Q96RJ0. CHO RD-HGA16 TAAR1, Fluo-8 calcium fluorescence; vehicle wells 0%, saturating PEA agonist 100%. activation, % at 3 µM. 360,000 compounds, 0.99% hits. AID 624467;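 active means activation above the mean activation of all test compounds in the run plus 3 SD, cut at about 38% in these data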
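test system = CHO RD-HGA16 cells carrying human TAAR1 plus Gα16 | schedule = 17-24 h seeding, 75 min 37 °C dye, 30 min RT | compound dosing = 3 µM single concentration | control set = DMSO and PEA EC100 | replicates = n 1 | signal = Fluo-8 fluorescence, 5 s baseline then 140 s kinetic read | measure = percent activation vs PEA EC100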
OXTR potentiate = potentiates the human oxytocin receptor response; P30559; CHO-OTR cells, Fluo-8 calcium fluorescence, potentiator mode; 0% = oxytocin EC15, 100% = EC100; activation, % at 3 µM; 320,000 compounds, 0.061% hits;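 active means activation above that plate's cutoff, the mean activation of tested compounds plus 3 SD, cut at about 6.6% in these data, passing the limit was not always enough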;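 further: 100% uses oxytocin at 75 nM as the full agonist control; some results filed as inactive read as strong as hits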
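Material: CHO-OTR cells, human receptor; compound dosing: single dose, 3.0 µM nominal final compound concentration; schedule: 6 min compound pre-incubation at room temperature, 100 s kinetic read; measured by: kinetic Fluo-8 calcium fluorescence; read-out basis: % activation vs EC15 and EC100 oxytocin; controls: EC15 oxytocin alone as 0%, 75 nM oxytocin as 100%; replicates: singlicate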
CHRM1 agonist = activates human CHRM1 receptor; P11229; CHO-K1 hM1, Fluo-8 calcium fluorescence, agonist mode; 0% DMSO, 100% acetylcholine EC100; activation, % at 3 µM; 360,000 compounds, 0.33% hits;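 active means activation above the run's mean compound activation plus 3 SD, cut at about 16% in these data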;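 further: peak over basal fluorescence ratio within a 140 s kinetic read after compound addition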
Active calls of the source: *; · = no result given. Rows were taken by chance; overall some 3.7% were active at least once.

Order of results – OXTR ag, CHRM1 agonist, M1 PAM, CHO parental Ca, OXTR potentiate, TAAR1 ag, M1 antag, V1R ag counter, TAAR1 antag
S=c1[nH]nc(Nc2ccccc2)s1
    -0.7, -6, 5, 4, -5, 1, -5, 0.8, -5
Cc1ccccc1NC(=S)NCC(c1cccnc1)N1CCOCC1 (configuration not stated)
    -0.4, -4, -5, 4, 4, 7, 6, 0.1, 0
Cn1cnnc1SCC(=O)NC(=O)NC1CCCC1
    0.6, -12, -1, -4, 1, 6, -5, 0.1, -10
O=C(NC(=S)N1CCCCC1)C12CC3CC(CC(C3)C1)C2
    -2.2, -3, 6, 1, 2, 10, -14, -1.1, 0
COc1ccc(S(=O)(=O)N(CC(=O)NC2CC3CCC2C3)c2ccccc2OC)cc1 (configuration not stated)
    -2.1, -7, 2, -16, -12, 2, -5, -0.8, 9
O=C(Cc1ccc([N+](=O)[O-])cc1)NCc1ccncc1
    -1.3, -14, 14, -11, -7, 14, -3, 0.2, 4
C=C(C)C(=O)Nc1cccc(C2=NOC3(C2)C[C@@H](C(N)=O)N(C(=O)c2cc([N+](=O)[O-])cc([N+](=O)[O-])c2C)C3)c1 (some centres not stated)
    -0.6, -6, 10, -15, -11, 1, -8, 0.2, -11
O=c1c(-c2ccc3c(c2)OCCO3)c(C(F)(F)F)oc2cc(O)cc(O)c12
    13, -2, -6, 3, -11, 8, 13, 6.0, 18
CC(C)(C)OC(=O)C[C@@H]1C/C=C\C[C@@H](CC(=O)NCCO)C(=O)N[C@H](Cc2ccccc2)COC1=O
    1.5, -5, 7, -8, -5, 3, -4, 0.8, -5
C/C(=N/Nc1nc(-c2ccccc2F)nc2ccccc12)c1ccccc1O
    0.9, -3, -2, -16, -6, 3, 8, 1.0, 30
COc1ccc(C2c3c(nc[nH]c3=O)Oc3nc[nH]c(=O)c32)cc1
    0.9, -4, 8, 2, 3, ·, -7, 0.4, ·
CCCCN(CCCNC(=O)CN1C(=O)COc2ccc(S(=O)(=O)N3CCC(C)CC3)cc21)Cc1ccccc1
    -2.0, -5, 5, -27, -1, -1, -17, 0.1, -23
CC(C)CN1CCN(Cc2cc(F)ccc2-n2cccn2)CC1CCO (configuration not stated)
    0.1, -10, 7, -14, 3, 4, 1, 0.1, -5
Cc1cc(C)n(C(C)CC(=O)Nc2ccc(-c3ccno3)cc2)n1 (configuration not stated)
    0.2, -1, 12, -17, -7, 1, -10, 2.5, -1
CC(NC(=O)c1ccccc1Br)c1nnc(SCC(=O)NC2=NCCS2)n1C (configuration not stated)
    0.5, -4, 10, -1, 4, 3, -11, 0.8, 10
N#C/C(=C\c1cccc(Oc2ccc(C(F)(F)F)cc2[N+](=O)[O-])c1)c1nc2ccccc2[nH]1
    -0.5, -2, 4, -13, -8, 1, -5, -0.7, 27
COc1cc(/C=C/C(=O)OCC(=O)Nc2ccc3c(c2)OCCO3)ccc1O
    -0.6, -1, 2, -2, 6, 6, -6, 0.7, -6
CC(=O)c1cccc(NC(=O)CSc2nc(=O)n(CCCN3CCOCC3)c3c2CCC3)c1
    1.3, -8, 6, -13, 1, 2, -10, 0.3, -5
COc1cc(C#N)ccc1OCC(=O)Nc1cccc(S(=O)(=O)N2CCCC2)c1
    0.5, -5, 7, -4, -10, 6, -7, 1.8, -1
C/C(=N\NC(=O)c1ccc(N(C)C)cc1)c1ccc(C)c(C)c1
    -1.6, -7, 4, -3, -1, 1, -5, -1.3, 10
c1ccc(Nc2nc(N3CCCC3)nc(N3CCOCC3)n2)cc1
    0.5, 1, 17, -22, -7, 22, -6, -2.0, -6
COc1cccc(/C=N/NC(=O)c2cnccn2)c1
    0.3, -6, -1, -6, 3, 4, -1, -0.3, -18
Cc1cc(C)c(C)c(S(=O)(=O)N2CCC(C(=O)NCc3ccco3)CC2)c1C
    -2.6, -6, 10, -10, -11, 17, -7, 1.0, 5
COc1cnc(-c2ccccn2)nc1N(C)c1ccccc1
    -1.0, -2, 14, -17, -9, 1, -27, 1.0, -6
O=C(NCCc1ccc(C(F)(F)F)cc1)c1ccc(Cl)nc1
    0.8, 0, -4, -10, -4, 3, 1, 4.8, -13
COc1cc(NC2=Nc3cccc4cccc2c34)cc(OC)c1OC
    -1.4, -9, 7, -21, 9, -2, -14, 1.0, -8
CCNS(=O)(=O)c1c(C)cc(C)c(N(C)S(=O)(=O)c2ccccc2)c1C
    -0.3, -7, 7, -4, -7, 7, -5, 2.1, 1
CCn1cc(Br)c(C(=O)Nc2ccc(F)cc2F)n1
    2.2, -4, -1, -19, 3, 1, -1, -0.5, -3
Cc1cc(C(=O)CCC(=O)N(C)CC(=O)Nc2ccc(OC(F)(F)F)cc2)c(C)s1
    ·, -4, -1, ·, ·, -1, 8, ·, 0
O=C(O)c1ccc(/C=C/C(=O)c2ccc3c(c2)OCCCO3)cc1
    1.0, -5, 3, -4, 1, 6, 1, 0.7, -6
CC1(C)NC(=O)N(CC(O)CN2C(=O)NC(C)(C)C2=O)C1=O
    1.1, -2, 4, -1, -3, 12, -8, 0.4, 1
S=C1CCC(c2ccc(Br)cc2)=NN1c1ccccc1
    -3.1, -5, 3, -7, -13, 4, -13, -1.7, -26
Cc1ccc2nc(Nc3ccccc3)cc(C)c2c1
    -2.6, -4, 19, -13, -10, 15, -30, -1.9, 2
Clc1ccc(SCc2cc(-c3ccc(Cl)cc3)on2)cc1
    0.4, -4, -13, -10, -12, 12, 18, 1.5, 8
Cc1ccc(Cn2nnc3c(=O)n(CC(=O)OCc4ccccc4)cnc32)cc1
    1.9, 3, 0, 31*, -3, 9, -1, 3.5, 21
O=C(Cc1ccc(Cl)cc1Cl)Nc1ccncc1Cl
    8.8, 2, -9, 31*, -9, 1, 29, 7.4, 16
CCOc1ccc(C(O)(c2ccccc2)C(CN2CCCC2)c2ccccc2)cc1 (configuration not stated)
    2.8, -9, -1, -21, -2, 9, -6, 0.1, 3
Cc1nc2ccc(F)cc2cc1C(=O)Nc1ccc(Cl)c(Cl)c1
    2.4, -4, 4, 8, -6, 5, -5, 2.9, -4
CN(C)CCn1c2c(c(SCC(=O)Nc3ccc4c(c3)OCCO4)nc1=O)CCCC2
    -0.5, -7, 6, -16, 6, 1, -2, -0.4, -9
N#CC1(NC(=O)CSc2nc3ccc([N+](=O)[O-])cc3s2)CCCCC1
    0.3, -3, -3, -3, -9, 1, 1, 0.6, 14
O=c1[nH]c(SCc2ccccc2)nnc1-c1ccccc1
    -0.1, -4, -1, -10, 0, 7, 4, 0.0, 5
COc1ccc(/C=N\NC(=O)c2ccc(F)cc2)cc1COc1cc(F)ccc1[N+](=O)[O-]
    ·, -3, 4, ·, ·, 4, -2, ·, 53*
Cc1c(C)c2ccc(OCC(=O)NCCCn3ccnc3)c(C)c2oc1=O
    1.0, -5, -6, -10, -8, 3, 20, 0.5, -7
COc1ccc(NC2=C(C(C)=O)C(c3ccc4c(c3)OCO4)C(C(C)=O)C(C)(O)C2)cc1 (configuration not stated)
    -2.5, -7, 0, -14, -7, 5, -6, -1.2, -13
COc1ccc(Cc2c(O)nc(SCC(=O)c3ccc(OC)cc3)[nH]c2=O)cc1
    0.2, -3, -5, -15, 3, 10, 10, 1.8, -2
CCc1ccc(N2CC(C(=O)OCC(=O)Nc3ccccc3C)CC2=O)cc1 (configuration not stated)
    -0.5, -2, 8, -15, 1, -1, -8, -0.9, -14
O=C(CNc1c(Br)cc(Br)cc1Br)NN=C1CCCCC1
    -0.6, ·, ·, -9, 3, ·, ·, 0.0, ·
COc1ccc(CNC(=O)c2c[nH]c3c(OC)cc(OC)cc3c2=O)cc1
    -1.3, -6, 0, -16, 0, -1, -7, -0.6, 3
O=C(N1CCN(Cc2ccccc2)CC1)C(Cl)(Cl)Cl
    -1.4, -11, -1, -11, -1, 7, -10, -0.8, 1
CC(C)OCCCN1CN(S(=O)(=O)c2cccs2)c2nc3ccccc3nc21
    0.2, ·, ·, -9, 1, -2, ·, -0.9, 0
Cc1nc(NCCO)c(C#N)c2c1COC(C)(C)C2
    -0.1, -3, -4, -8, -13, 7, -2, 1.1, 12
O=C(CSc1nnnn1C1CCCC1)c1ccc2c(c1)OCCO2
    -1.4, 2, 5, -13, -1, 25, -26, 0.2, 3
O=C(NCCc1ccc(Cl)cc1)c1ccc(CNc2c(N3CCOCC3)c(=O)c2=O)cc1
    -0.4, -6, 5, -1, -8, -1, -6, -0.3, -22
Cc1ccc(C(=O)N/C(=C/c2ccco2)C(=O)NCC2CCCO2)cc1 (configuration not stated)
    -1.9, -7, 4, -8, -6, 0, -5, -1.7, -17
CCCN(C(=O)/C=C/c1ccco1)c1c(N)n(Cc2ccccc2)c(=O)[nH]c1=O
    -1.6, -2, 1, -7, -6, -1, -3, -1.4, 4
CCOC(=O)c1ccc(N2C(=O)C3CC=C(C)CC3C2=O)cc1 (configuration not stated)
    -0.6, -4, 2, -18, 1, 17, -2, 0.5, -10

Source: PubChem BioAssay (The Scripps Research Institute Molecular Screening Center)
